# Assay outcomes from PubChem BioAssay.
# PI4K2A inh – PI4K2A (human) kinase inhibition | Q9BTU6 | purified PI4K2A, ADP-Glo luminescence, 1 h; active compounds read low | activity change, negative = inhibition, % at 76.9 µM | hit rate 0.13% among 420,000; in the data active means activity change below about -50%; inconclusive means mostly about -30% to -49%;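 further: -100% = wells without enzyme as full effect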
# Target sequence (Q9BTU6 whole entry, looked up): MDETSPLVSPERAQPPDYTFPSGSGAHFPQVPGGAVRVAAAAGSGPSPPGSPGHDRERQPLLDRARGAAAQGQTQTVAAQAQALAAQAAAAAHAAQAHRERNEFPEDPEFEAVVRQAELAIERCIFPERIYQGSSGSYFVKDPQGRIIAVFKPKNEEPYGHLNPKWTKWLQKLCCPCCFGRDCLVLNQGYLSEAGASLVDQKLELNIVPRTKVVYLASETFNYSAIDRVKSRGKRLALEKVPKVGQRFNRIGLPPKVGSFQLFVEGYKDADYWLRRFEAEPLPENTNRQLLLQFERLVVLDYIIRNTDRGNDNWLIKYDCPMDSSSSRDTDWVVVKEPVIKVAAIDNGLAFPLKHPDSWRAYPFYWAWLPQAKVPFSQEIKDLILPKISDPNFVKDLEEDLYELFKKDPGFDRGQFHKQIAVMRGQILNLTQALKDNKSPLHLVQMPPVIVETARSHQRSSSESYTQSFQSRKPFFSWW
#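 PI4K2A activity was measured by ADP-Glo luminescence: enzyme (4 ug/mL stock) and phosphatidylinositol (1.2 mM stock) in Tris pH 7.5/MgCl2/EGTA/Triton X-100 buffer were reacted with ATP (300 microM stock) for one hour at ambient temperature.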
# USP1 inh – inhibitors of human USP1/UAF1 deubiquitinase; O94782; recombinant USP1/UAF1, Ub-Rhodamine cleavage fluorescence; Potency, µM (highest dose often 57.1 µM), inactives show top-dose activity change, negative = inhibition, actives largely listed as inhibitors; hit rate 0.23% among 390,000; further: potency means the concentration at half of the fitted maximal effect; on the % scale 0 is the no-effect control and ±100 the full control effect; nearly all actives have a fitted effect of over 60% in size; inactives centre near -12
#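 USP1/UAF1 complex (1 nM) preincubated 15 min at room temperature with compound, then Ub-Rho substrate (150 nM final) added. Kinetic fluorescence at 480/540 nm over 6 reads at 60 s intervals; 50 mM HEPES pH 7.8, 0.5 mM EDTA, 0.1 mg/ml BSA, 1 mM TCEP, 0.01% Tween-20.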
# RXFP1 ag – agonists of human relaxin receptor RXFP1. hit rate 0.3% among 370,000. AID 2676. Q9HBX9. HEK293T-RXFP1 cAMP TR-FRET, 30 min; response scale: percent of porcine relaxin response, buffer zero. Potency, µM (series often up to 57.5 µM), inactives show top-dose activation, hits mostly activators; further: potency means the concentration at half of the fitted maximal effect; on the % scale 0 is the no-effect control and ±100 the full control effect; nearly all actives have a fitted effect of over 60% in size; many of its hits are not listed in these tables
#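 Agonist response is measured as cAMP accumulation in an RXFP1-transfected HEK293T line under PDE4 inhibition. Values are scaled between buffer-only and 29 nM porcine relaxin, and EC50s come from standard Hill equation fits.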
# TrxR1 substrate – substrates of rat thioredoxin reductase 1 | O89049 | purified TrxR1 substrate turnover, NADPH consumption readout | Potency, µM (titrated, usually from 114 µM), for the others: at the top dose activity change, negative = substrate turnover | hit rate 0.01% among 390,000 | AID 588456; further: potency means the concentration at half of the fitted maximal effect; on the % scale 0 is the no-effect control and ±100 the full control effect; nearly all actives have a fitted effect of over 50% in size
# Target sequence (O89049 whole entry, looked up): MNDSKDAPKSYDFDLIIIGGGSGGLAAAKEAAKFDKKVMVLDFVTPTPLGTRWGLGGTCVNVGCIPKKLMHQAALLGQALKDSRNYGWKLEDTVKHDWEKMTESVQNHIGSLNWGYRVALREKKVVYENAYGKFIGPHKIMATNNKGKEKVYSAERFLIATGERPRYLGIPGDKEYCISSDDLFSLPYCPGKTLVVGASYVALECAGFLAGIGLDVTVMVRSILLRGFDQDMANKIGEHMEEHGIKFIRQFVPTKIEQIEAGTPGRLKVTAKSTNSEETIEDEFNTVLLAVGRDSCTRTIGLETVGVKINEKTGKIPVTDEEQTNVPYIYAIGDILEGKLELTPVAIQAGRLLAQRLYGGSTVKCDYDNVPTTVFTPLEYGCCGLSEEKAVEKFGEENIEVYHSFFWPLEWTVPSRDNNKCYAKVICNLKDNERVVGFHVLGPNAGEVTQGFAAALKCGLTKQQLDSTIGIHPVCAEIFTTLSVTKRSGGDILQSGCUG
#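 Rat TrxR1, dispensed at 90 nM, was prereduced with 400 uM NADPH (final) for 5 min at ~22 deg C, then incubated with compound 15 min before 400 uM selenite. A first-read NADPH fluorescence drop versus no-compound background flagged substrates.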
# mIDH1 inhibitor – blocks human mutant IDH1 R132H enzyme. AID 602179. O75874. Potency, µM (top dose mostly 76.6 µM), for the others: at the top dose activity change, negative = inhibition, most hits filed as inhibitors. hit rate 0.093% among 390,000. IDH1-R132H enzyme, NADPH consumption, diaphorase/resazurin fluorescence; further: potency means the concentration at half of the fitted maximal effect; on the % scale 0 is the no-effect control and ±100 the full control effect; nearly all actives have a fitted effect of over 65% in size
#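 IDH1-R132H (0.5 ug/mL dispensed) in pH 7.5 Tris buffer was preincubated 30 min with compound, then given a substrate mix of 0.016 mM NADPH and 2 mM alpha-KG for 80 min at room temperature; remaining NADPH was read by diaphorase/resazurin fluorescence.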
# LDHA inh – LDHA (human) enzyme inhibition | P00338 | purified LDHA, NADH/diaphorase-resazurin fluorescence; active compounds read low | activity change, % (values are at about 110 or 230 µM) | hit rate 0.15% among 480,000 | AID 1347041; in the data active means activity change below about -30%; inconclusive means mostly about -25% to -30%;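 further: plate controls were DMSO wells for no effect and wells without enzyme for full effect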
#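 Resorufin fluorescence (ex540/em590), read at 0 and 20 min after diaphorase/resazurin addition, reports the NADH left after a 5 min room-temperature reaction of 2 nM human LDH5 with 0.06 mM NADH and 0.2 mM pyruvate.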
# Vif-A3G inh – inhibitors of Vif-APOBEC3G interaction. Q9HC16. hit rate 0.076% among 410,000. HeLa A3G-eYFP + Vif (tagged APOBEC3G with the HIV-1 protein that degrades it), YFP fluorescence, overnight. AID 602310. Potency, µM (top dose mostly 46.1 µM), for inactives: at the highest dose activity, negative = active, hits mostly inhibitors;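 further: potency means the concentration at half of the fitted maximal effect; on the % scale 0 is the no-effect control and ±100 the full control effect; nearly all actives have a fitted effect of over 60% in size; hits raise eYFP signal because A3G escapes Vif-driven loss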
#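 Read-out is eYFP fluorescence (Ex 488/Em 500-530) from Vif-expressing HeLa A3G-eYFP cells; more signal means A3G escaped Vif-mediated degradation. Cells plated overnight, compound pinned in, incubated overnight at 37 deg C.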
# Vif-APOBEC3F blk – blocks the Vif interaction with APOBEC3F; HeLa A3F-eYFP + Vif (tagged APOBEC3F with the HIV-1 protein that degrades it), YFP fluorescence increase; Potency, µM (doses to about 46.1 µM), without a hit: at the top dose activity, negative = active; hit rate 0.2% among 390,000; further: potency means the concentration at half of the fitted maximal effect; % of control where 0% means no effect; nearly all actives have a fitted effect of over 65% in size
#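 HeLa cells stably expressing A3F-eYFP plus Vif, plated and incubated overnight at 37 deg C, then exposed to compounds overnight at 37 deg C. Blocked degradation read as raised yellow fluorescence (Ex 488/Em 500-530).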
# Glioma ERSR ind – induces the endoplasmic reticulum stress response in human glioma cells. U87-MG GRP78 promoter luciferase reporter, 16 h. Potency, µM, for the others: at the top dose activation, actives largely listed as activators. hit rate 0.02% among 420,000; further: potency means the concentration at half of the fitted maximal effect; series mostly up to about 76 µM; % of control where 0% means no effect; nearly all actives have a fitted effect of over 35% in size
#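 Stably transfected U87-MG glioma cells carrying a GRP78-based luciferase sensor; 16 h compound incubation. Luminescence end-point read 10 min after Bright-Glo addition at room temperature.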
# Numbers without * were called inactive; u = inconclusive; x = no result given; & = joins results of further samples; [ ] = another dose, or the depositor's remark. Unless noted, the call rests on the fitted dose curve; in most records, active means well fitted curve in the direction sought with a large enough effect; inconclusive means small, poorly fitted or top-dose-only effect, or another doubt; inactive means no such curve, though single readings can be large; an effect the other way counts as inactive or inconclusive. A portion of the library (hit frequency here may not be typical).
SMILES,PI4K2A inh,USP1 inh,RXFP1 ag,TrxR1 substrate,mIDH1 inhibitor,LDHA inh,Vif-A3G inh,Vif-APOBEC3F blk,Glioma ERSR ind
CCN(CC)S(=O)(=O)c1ccc(O)c(NC(=O)COc2ccc(S(=O)(=O)N3CCOCC3)cc2)c1,-4.5,-20.6%,x,-7.3%,5.1%,-0.1,-20.8%,u,-3.0%
O=[N+]([O-])c1ccc(NN=Cc2ccc(O)cc2O)nc1,-1.8,u,x,-0.9%[2.29 µM],0.0%,-4.3,-2.1%,-9.2%,2.8%
O=C(CN1c2ccccc2Sc2ccccc21)NNC(=S)Nc1ccc(Cl)cc1,0.9,-7.4%,1.3%,9.1%[57.1 µM],-3.2%,-11.1,-4.2%,-3.4%,-2.9%
O=C(OCC(=O)c1ccc[nH]1)c1ccccc1,0.1,-0.3%,-1.3%,5.8%,-2.2%,0.2,-5.9%,2.3%,6.0%
O=c1c2ccccc2nc2c3ccccc3c(NCc3ccccn3)nn12,5.2,-13.8%,9.2%,33.1%[activator],-11.0%,-3.4,-7.0%,-3.4%,5.5%
COCCN(C(=O)Nc1ccc(F)cc1F)c1nc2ccccc2s1,5.5,-10.6%,0.4%,3.8%,3.9%,-0.6,-3.5%,-1.5%,4.8%
CCc1c(C)nc2ncnn2c1Nc1ccccc1C,-2.1,-7.5%,-0.3%,-3.0%[57.1 µM],4.9%,-3.1,-5.1%,-4.8%,-4.7%
COC(=O)c1ccc(NC(=O)CSc2nncn2-c2cccnc2)cc1,-5.8,1.3%,2.0%,-1.9%[57.1 µM],-2.6%,-1.6,0.5%,u,-2.5%
O=C(CSCc1ccc(Cl)cc1)Nc1ccc2c(c1)OCO2,0.0,-16.7%,1.1%,-2.7%,1.6%,0.5,-0.4%,x,1.6%
CCSc1nc2c(c(=O)[nH]c(=O)n2C)n1C,-0.3,-7.8%,3.7%,1.3%,2.7%,-2.7,-4.1%,-5.5%,-3.2%
Cc1cc(NC(=O)CSc2nc3ccccc3c(=O)n2C(C)c2ccccc2)no1 (stereo not drawn),8.2,-32.6%,-0.3%,-2.9%,-3.9%,-11.8,-15.5%,-7.6%,-5.8%
Cc1ccc(N(C)S(=O)(=O)c2c[nH]c3ccc([N+](=O)[O-])cc23)cc1,-4.1,-17.3%,-0.5%,-7.1%,-3.9%,-5.9,-9.1%,3.6%,0.2%
O=C(Cn1cc2c(n1)CCCC2)Nc1ccccc1Cl,3.2,-12.9%,0.4%,6.1%[57.1 µM],-6.8%,-4.4,0.6%,-5.0%,-0.1%
COc1cc2c(cc1OC)C(C)N(C(=O)Nc1ccccc1)CC2 (stereo not drawn),4.5,-11.2%,5.7%,8.2%[57.1 µM],-0.4%,-2.7,u,8.2%,0.0%
COCCCNC(=O)CCc1ccccc1,0.5,-14.2%,0.0%,2.4%,-5.9%,-3.4,-0.4%,-2.6%,-2.7%
Cc1nn(C)c(=S)[nH]c1=S,0.0,-0.8%,x,-2.2%[2.29 µM],-5.8%,-3.2,0.2%,4.7%,-1.1%
COc1cc(OC)c2c(-c3cccc(-c4ccc(OC(F)(F)F)cc4)c3)cc(=O)oc2c1,-2.2,u,x,-0.6%,-9.5%,-6.4,-5.1%,2.7%,-0.2%&-0.2%
Cc1ccnc(NS(=O)(=O)c2ccccc2)c1,-3.0,-13.4%,-1.4%,17.0%,-0.9%,0.1,1.2%,3.5%,-0.9%
N#CCCN(C(=O)Nc1ccccc1)c1ccccc1,-0.2,-18.4%,2.0%,9.3%[57.1 µM],4.8%,-0.3,0.1%,-18.4%,-4.2%
COCCN(C(=O)COC(=O)CCOc1cccc(C)c1)c1c(N)n(Cc2ccccc2)c(=O)[nH]c1=O,-4.7,-19.5%,0.9%,18.1%,-5.5%,1.2,-0.6%,1.3%,-1.0%
Cc1sc(NC(=O)CSc2nc(O)cc(=O)[nH]2)nc1-c1ccccc1,-4.2,-10.8%,-0.2%,-2.7%,-1.9%,-6.9,-0.2%,-8.3%,-3.3%
Cc1cc(C)c(C)c(S(=O)(=O)N2C(=S)NC(=O)C2C(C)C)c1C (stereo not drawn),-1.3,-20.0%,-0.1%,-8.6%,-1.9%,-6.7,5.2%,2.3%,2.3%
O=S(=O)(c1ccc(Cl)cc1)N1CCN(c2ccc(N3CCOCC3)nn2)CC1,4.0,-11.3%,0.1%,6.4%,-9.7%,-1.2,-0.7%,x,-4.5%
Cc1coc2c1c(C)cc1oc(=O)c(CC(=O)NCC(=O)NCC(=O)O)c(C)c12,3.1,-1.9%,16.2%,60.6%[activator][57.1 µM],5.6%,5.0,0.3%,u,-5.0%
O=C(OCC(=O)N1CCCC1)c1ccc(Cl)c([N+](=O)[O-])c1,7.1,-13.3%,2.7%,-2.5%,-6.4%,1.4,-0.2%,-5.6%,-4.6%
CC1CCN(C(=O)CN(c2ccc(Oc3ccccc3)cc2)S(C)(=O)=O)CC1,0.4,-16.7%,0.7%,4.6%[57.1 µM],-1.8%,-0.1,-1.4%,-5.1%,-3.1%
Cc1cc(NC(=O)CSCC(=O)Nc2cc(C(F)(F)F)ccc2N2CCCCC2)no1,6.4,-14.6%,x,-14.5%,7.8%,-3.4,1.3%,-2.7%,-5.0%
COC(=O)/C=C1\SC(=NC(=O)c2ccc(-c3ccccc3)cc2)NC1=O,-5.8,u,x,-4.4%[2.29 µM],-6.4%,-15.9,-2.9%,-2.4%,-0.2%
COc1ccc(C(=O)Nc2ccccc2C(=O)N2CCN(c3ccccc3)CC2)cc1,-5.4,-1.1%,0.6%,-9.5%,4.3%,-1.8,0.1%,1.3%,0.0%
O=C(C[n+]1ccccc1)N/N=C/c1ccc(O)cc1,-0.7,1.4%,1.7%,-2.8%[57.1 µM],-2.6%,-2.7,-3.0%,-19.9%,-3.3%
O=C(COC(=O)CN1C(=O)C2CC=CCC2C1=O)Nc1cccc([N+](=O)[O-])c1 (stereo not drawn),0.7,-19.3%,x,x,-1.0%,-2.1,2.0%,-0.5%,-2.9%
O=C(Nc1nc2cc3c(cc2s1)OCO3)C1CC1,3.5,-11.2%,0.0%,22.1%,4.8%,-1.5,3.5%,7.7%,2.5%
Cc1ccc(CNC(=O)CCCN2C(=O)c3cccnc3Oc3ccc(Cl)cc32)cc1,-4.4,u,-0.3%,-9.2%,-8.1%,1.0,0.2%,0.4%,-3.0%
COC(=O)CCNC(=O)NC(CCC(C)C)c1c(-n2cccc2)sc2c1CCN(C)C2 (stereo not drawn),-0.7,-23.6%,9.4%,-17.7%,7.5%,3.1,12.4%,-5.5%,-2.5%
CC(C)CC(NC(=O)OC(C)(C)C)C(=O)NCc1ccccc1 (stereo not drawn),1.6,-10.3%,0.0%,4.9%[57.1 µM],5.4%,-6.5,-2.7%,0.4%,-4.0%
CCOc1ccc(N2CC(c3nc4ccccc4n3CCCOc3ccccc3OC)CC2=O)cc1 (stereo not drawn),4.3,-3.5%,0.3%,-6.8%,-5.2%,-2.5,-5.7%,-5.1%,-2.1%
CC(C)C(C)(C#N)NC(=O)CSc1nc2scc(-c3ccco3)c2c(=O)n1-c1ccccc1 (stereo not drawn),u,-8.5%,5.0%,1.6%[11.4 µM],4.9%,-2.0,-9.2%,-1.9%,-2.6%
CCOc1ccc(S(=O)(=O)N(CC(=O)Nc2ccc(OC)cc2OC)c2ccccc2)cc1,-6.2,-21.6%,1.3%,13.8%,17.3%,-0.2,3.2%,-1.5%,-4.6%
Cc1cc(C)c(C(=O)NC2CCCc3c2cnn3-c2cccc(C)c2C)o1 (stereo not drawn),-2.4,-10.4%,0.0%,-4.4%,-9.8%,-9.1,0.0%,0.4%,-2.5%
CC(=O)N1C(=O)C2(C(C#N)=C(N)Oc3n[nH]c(-c4ccccn4)c32)c2ccccc21 (stereo not drawn),3.5,-23.2%,0.3%,-10.7%[57.1 µM],-7.3%,9.1,-8.6%,8.7%,-10.0%
Cc1ccc(Nc2nc(C)cc(C)c2C(N)=O)c(C)c1,1.2,-9.8%,2.8%,-5.8%,-7.1%,-0.2,2.9%,-10.5%,1.6%
CCCC(=O)N1CCN(c2nc(CC(C)C)c3c(c2C#N)CCC3)CC1,3.2,-13.5%,0.4%,35.5%[57.1 µM],-11.6%,-4.4,1.2%,-4.8%,-2.4%
CCCCC(=O)Nc1ccc(C(=O)Nc2ccc(S(=O)(=O)Nc3nccc(C)n3)cc2)cc1,-1.2,-12.0%,2.7%,4.0%,6.6%,-8.4,-0.7%,5.5%,-4.0%
CSc1nc(-c2ccccc2)c2cc(Cl)ccc2n1,-0.9,-22.4%,0.5%,7.1%,-6.4%,-0.9,-0.1%,-16.7%,-4.9%
